# High-throughput results from PubChem BioAssay.
# SKKanGAS inh = SKKanGAS growth inhibition; S. pyogenes SKKanGAS, kanamycin growth, BacTiter-Glo, 6 h; inhibition, % at 7.5 µM; hit rate 1.3% among 300,000; AID 1662;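 active = mean replicate score, as percent of positive control median, at least 50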;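 also: strain carries kanamycin resistance gene driven by streptokinase promoter and grows in 40 µg/ml kanamycin; loss of luminescence reflects streptokinase promoter inhibition or plain growth inhibition; 0% = median of DMSO wells and 100% = positive control at its reference dose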
# TRPC6 act = activators of mouse TRPC6 channel; Q61143; HEK293-TRPC6 membrane potential dye fluorescence; active compounds read high; B-score at 10 µM; hit rate 0.13% among 310,000; AID 2550;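 active = B-score of the integrated fluorescence ratio above library mean plus 3 SD, and starting fluorescence ratio within library mean plus 5 SD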;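 also: higher score means more depolarization so channel activation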
# Target sequence (Q61143 whole entry, looked up): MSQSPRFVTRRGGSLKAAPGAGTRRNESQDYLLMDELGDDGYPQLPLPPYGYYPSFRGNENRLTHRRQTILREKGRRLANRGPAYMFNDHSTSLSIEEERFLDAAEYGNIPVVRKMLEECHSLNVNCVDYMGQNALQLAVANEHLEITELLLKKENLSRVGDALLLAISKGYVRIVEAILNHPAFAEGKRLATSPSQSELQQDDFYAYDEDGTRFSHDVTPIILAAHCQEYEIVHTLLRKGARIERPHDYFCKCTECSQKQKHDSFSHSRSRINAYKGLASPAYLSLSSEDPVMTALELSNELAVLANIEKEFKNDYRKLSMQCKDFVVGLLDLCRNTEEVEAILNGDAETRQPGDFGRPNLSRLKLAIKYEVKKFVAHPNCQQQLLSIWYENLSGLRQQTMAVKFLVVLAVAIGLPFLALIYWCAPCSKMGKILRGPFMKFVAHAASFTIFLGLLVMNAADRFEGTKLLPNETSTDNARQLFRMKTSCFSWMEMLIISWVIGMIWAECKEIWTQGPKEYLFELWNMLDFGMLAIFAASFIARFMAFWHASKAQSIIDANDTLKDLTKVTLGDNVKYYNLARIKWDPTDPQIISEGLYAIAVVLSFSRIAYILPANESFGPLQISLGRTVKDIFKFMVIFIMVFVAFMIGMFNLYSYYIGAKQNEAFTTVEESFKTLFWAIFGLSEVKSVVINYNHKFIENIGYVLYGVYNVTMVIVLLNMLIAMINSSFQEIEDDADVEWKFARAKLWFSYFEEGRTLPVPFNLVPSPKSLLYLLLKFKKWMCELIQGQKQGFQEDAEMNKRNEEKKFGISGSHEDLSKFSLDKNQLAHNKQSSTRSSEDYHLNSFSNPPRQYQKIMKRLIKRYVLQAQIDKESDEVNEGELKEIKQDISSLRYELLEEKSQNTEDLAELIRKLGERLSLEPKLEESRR
# MrgX1 antag = antagonists of human MrgX1 receptor. MRGX1-HEK293 calcium flux, Fluo-4, BAM8-22 antagonism; active compounds read low. B-score at 10 µM. hit rate 1.3% among 310,000. Q96LB2;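 active = calcium-response B-score plate-corrected more than 3 library SD below zero, starting fluorescence within 5 deviations, no agonist response on first addition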;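 also: peak minus trough fluorescence over baseline after final BAM8-22 challenge near maximal dose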
# TRPC6 inh = inhibitors of mouse TRPC6 channel; HEK293-TRPC6, membrane potential dye, ACh-evoked depolarization; active compounds read low; B-score at 10 µM; hit rate 1.1% among 310,000; AID 2553;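 active = B-score under library mean minus 3 SD, initial fluorescence not abnormally high, positive integrated signal ratio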;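 also: B-score derived from integrated fluorescence ratio over the kinetic read; more negative B-score means stronger inhibition of depolarization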
# TRPC4 inh = inhibitors of mouse TRPC4 channel; Q9QUQ5; HEK293 TRPC4beta/mu-opioid, DAMGO-evoked Fluo4 calcium flux; active compounds read low; B-score at 10 µM; hit rate 0.39% among 300,000;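 active = B-score over 3 SD under the library average, no early fluorescence shift, positive overall ratio signal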
#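 Material: HEK293 cells with stable TRPC4beta plus mu-opioid receptor expression / Probe or stimulus: DAMGO in two steps, submaximal then maximal / Compound: single concentration per test compound / Technique: kinetic Fluo4 fluorescence imaging of calcium influx / Read-out: per-well B score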
# HIF act = HIF pathway transcriptional activation; U2OS HRE-luciferase reporter, luminescence; normalized: DMSO 0%, desferrioxamine 100%; activation, % at 7.5 µM (by protocol); hit rate 0.32% among 300,000; AID 1910;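 active = mean activation of at least 10% of the iron chelator positive control signal, with at least half of replicates also reaching 10%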
# MrgX1 agonist = activates human MrgX1 receptor signaling | Q96LB2 | MrgX1-HEK293 cells, Fluo-4 calcium fluorescence, agonist mode; active compounds read high | B-score at 10 µM | hit rate 0.44% among 310,000 | AID 588627;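 active = calcium response B-score plate-corrected fluorescence ratio at least 3 library SD, with starting fluorescence B-score inside 5 SD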
#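 times = overnight plating, then 30 min 37 °C plus 30 min room-temperature dye loading | assay system = stable human MrgX1 HEK293 cell line | input = fifteen thousand cells per well | signal = kinetic calcium dye fluorescence, Fluo-4 NW | dosing = compound delivered in addition one of three | read-out = B-scored fluorescence response ratio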
# MrgX1 allo act = allosterically activates human MrgX1 receptor signaling | hit rate 0.63% among 310,000 | B-score at 10 µM | MrgX1-HEK293, Fluo-4 calcium flux, FDSS; active compounds read high | Q96LB2;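 active = plate-corrected calcium response at least 3 library SD above typical, normal starting fluorescence, not activating the receptor alone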;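 also: compound read alongside a low EC10 to EC30 dose of BAM8-22 agonist; peak minus trough fluorescence over baseline measured at the second addition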
# RGS4 block = inhibitors of human RGS4; P49798; HEK293 M3R/RGS4 inducible, Fluo-4 calcium flux; active compounds read high; triggered by carbachol at its EC20; B-score at 10 µM; hit rate 0.45% among 310,000; AID 463165;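 active = B-score, a plate-corrected calcium signal, over three deviations above library mean, with baseline fluorescence within five deviations of library mean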;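 also: RGS4 expression induced by doxycycline in cells with stable M3 receptor; B-score is computed from the integrated fluorescence ratio over baseline after carbachol; higher B-score means a larger calcium signal and so more RGS4 inhibition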
# Target sequence (P49798 whole entry, looked up): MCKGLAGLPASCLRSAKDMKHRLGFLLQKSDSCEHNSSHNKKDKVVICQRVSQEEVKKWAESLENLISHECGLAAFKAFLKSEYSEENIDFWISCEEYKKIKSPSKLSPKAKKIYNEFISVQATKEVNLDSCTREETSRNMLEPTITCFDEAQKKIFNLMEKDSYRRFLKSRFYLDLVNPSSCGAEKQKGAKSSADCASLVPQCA
# RGS4 act = potentiators or activators of RGS4; B-score at 10 µM; hit rate 0.92% among 310,000; AID 463111; HEK293 M3R/inducible RGS4, carbachol calcium flux Fluo4; active compounds read low;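 active = B-score of the integrated calcium signal more than 4 SD below the library mean, with starting fluorescence not abnormally high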;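 also: negative B-score means reduced calcium response which marks RGS4 activation or potentiation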
#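 System: HEK293 FlpIn-TREx cells, stable M3R, doxycycline-inducible RGS4. Timing: overnight RGS4 induction, 30 min dye load 37 °C, 20 min compound RT. Also added: carbachol, ECmax concentration. Measured by: Fluo4 fluorescence kinetic imaging of calcium. Evaluation: integrated calcium ratio converted to B score.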
# Platelet DG rel = platelet dense granule release activity. human platelet-rich plasma, SFLLRN dense granule ATP release, luminescence. inhibition, %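 (compounds screened at 7.5 µM in platelet-rich plasma)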. hit rate 0.22% among 300,000. AID 1663;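 active = mean replicate score, as percent of positive control, at or above 50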
# Numbers without * were called inactive; i = inactive; · = no result given. An unsorted share of the library; any-hit rate near 6.1%.
SMILES,MrgX1 antag,HIF act,TRPC6 act,TRPC4 inh,SKKanGAS inh,Platelet DG rel,RGS4 block,MrgX1 allo act,MrgX1 agonist,TRPC6 inh,RGS4 act
O=C(CSc1ccccc1)N1CCN(c2ccccn2)CC1,i,0.7,i,i,3.9,-2.7,i,i,i,i,i
S=C1SCN(Cc2ccco2)CN1Cc1ccco1,i,0.1,i,i,-14.1,-2.2,i,i,i,i,i
O=C(N/N=C/c1ccccc1)C(O)c1ccccc1 (centres undefined),i,0.2,i,i,3.2,-13.6,i,i,i,i,i
Cc1ccc2c(C)nc(Nc3nc(CSc4nc5ccccc5[nH]4)cc(=O)[nH]3)nc2c1,i,-1.1,i,i,4.4,-3.4,i,i,i,i,i
COc1ccc(OC)c(C(=O)COC(=O)c2ccccc2O)c1,i,0.6,i,i,11.8,1.5,i,i,i,i,i
COc1ccc(N/C(C)=C/C(=S)Nc2ccccc2)cc1,i,1.5,i,i,-0.7,-22.8,i,26.6*,i,i,i
COc1cccc(NC(=O)COC(=O)c2c(F)cccc2F)c1,i,0.6,i,i,-4.9,1.7,i,i,i,i,i
Cn1cc(Cl)c(C(=O)NC(=S)Nc2sc3c(c2C#N)CCCCC3)n1,i,0.2,i,i,28.6,11.3,i,i,i,i,i
CCC1OC23CCCCC2C(C#N)(C(=N)O3)C1(C#N)C#N (centres undefined),i,-0.2,i,i,-5.0,1.7,i,i,i,i,i
COc1ccc(OC)c(C2=NOC(C(=O)Nc3cc(C)on3)C2)c1 (centres undefined),i,-1.2,i,i,3.2,-4.8,i,i,i,i,i
Cc1ccc(S(=O)(=O)N2CCOCC2)cc1C(=O)NC1CCCCCC1,i,-0.3,i,i,26.0,-6.9,i,i,i,i,i
O=C(c1ccc(CS(=O)(=O)c2c(Cl)cccc2Cl)o1)N1CCCC1,i,·,i,i,-0.2,-26.6,i,i,i,i,i
COc1ccccc1C1C2=C(CC(C)(C)CC2=O)Nc2nnnn21 (centres undefined),i,-0.6,i,i,21.9,-10.8,i,i,i,i,i
COc1ccc(NC(=O)C2CCC(CNC(=O)[C@@H]3Cc4ccccc4CN3)CC2)cc1 (some centres undefined),i,-0.1,i,i,-2.6,-5.9,i,i,i,i,i
Cc1nc2sccn2c(=O)c1S(=O)(=O)NC(C)c1ccccc1 (centres undefined),i,0.0,i,i,0.3,63.4*,i,i,i,i,i
CCOC(=O)C1(c2ccccc2)NC(c2ccccc2C)C2C(=O)N(c3ccc4c(c3)OCO4)C(=O)C21 (centres undefined),i,0.1,i,i,-4.3,1.1,i,i,i,i,i
COc1cc(/C=N\Nc2nncn2N)ccc1OC(C)=O,i,2.1,i,i,-1.2,4.8,i,i,i,i,i
Cc1ccc(N2C(=O)NC(C(F)(F)F)(C(F)(F)F)C3=C2CC(C)(C)CC3=O)cc1,i,0.2,i,i,4.7,0.2,i,i,i,i,i
Cc1cccc(NC(=O)Nc2cc(C)cc(C)n2)c1,i,2.1,i,i,-2.5,3.9,i,i,i,i,i
CCC1=NN2C(=N)/C(=C\c3ccc(OCCOc4ccc(NC(C)=O)cc4)c(OC)c3)C(=O)N=C2S1,i,0.1,i,i,5.6,-1.8,i,i,i,i,i
CCC(C(=O)NCCc1ccc(C)cc1)n1nc(C)c2c(C)n(-c3ccccc3)nc2c1=O (centres undefined),i,0.3,i,i,0.5,5.0,i,i,i,i,i
CN1CCN(C(CNC(=O)C(=O)NC2CCCC2)c2ccc(F)cc2)CC1 (centres undefined),i,0.5,i,i,35.2,-3.0,i,i,i,i,i
Cc1ccc(N2CCN(c3cc(C)nc4nc(C)nn34)CC2)c(C)c1,i,-0.1,i,i,6.9,-17.8,i,i,i,i,i
CCOC(=O)c1c(C)[nH]c(C(=O)NCCc2ccc(OC)c(OC)c2)c1C,i,-0.2,i,i,-14.9,-5.9,i,i,i,i,i
O=C(Nc1ccccc1C(=O)O)c1cc(S(=O)(=O)N2CCCCC2)c(Cl)cc1Cl,i,0.7,i,i,23.2,1.3,i,i,i,i,i
CC1CCC(C(C)C)C(OCC(O)CN2CCN(Cc3ccccc3)CC2)C1 (centres undefined),i,-0.7,i,i,-5.1,-2.6,i,i,i,i,i
Cc1ccc(NC(=O)COC(=O)/C=C/c2cccs2)c(C)c1,i,0.4,i,i,-5.3,9.7,i,i,i,i,i
CCOC(=O)C1(Cc2cccc(Cl)c2)CCCN(C2CCN(C(C)=O)CC2)C1 (centres undefined),i,-0.7,i,i,9.7,0.5,i,i,i,i,i
COc1ccc(NC(=O)COc2ccccc2C#N)c(S(=O)(=O)N2CCCCC2)c1,i,0.2,i,i,0.9,6.0,i,i,i,i,i
COc1ccc(Nc2ccc(N3C(=O)CC(C)C3=O)cc2[N+](=O)[O-])cn1 (centres undefined),i,-0.2,i,i,10.9,3.9,i,i,i,i,i
Cc1cc(C)c(-c2cc(NC(=O)CSc3n[nH]c(N)n3)n(-c3ccccc3)n2)cc1C,i,-0.1,i,i,12.0,-3.0,i,i,i,i,i
Cc1onc(-c2ccccc2Cl)c1C(=O)Nc1cnn(Cc2ccccc2)c1,i,0.0,i,i,-1.6,11.2,i,i,i,i,i
O=[N+]([O-])C(=C1Nc2ccccc2N1)/C(Cl)=C(/Cl)Br,i,0.1,i,i,-0.2,1.0,i,i,i,i,i
Cc1nc(CCNC(=O)CC2C(=O)NCCN2Cc2ccc(F)cc2)sc1C (centres undefined),i,-0.1,i,i,7.6,1.3,i,i,i,i,i
CC(CCN1C(Nc2ccccc2)=NC[C@@H]1Cc1ccccc1)c1ccccc1 (some centres undefined),i,-0.3,i,i,-0.9,1.0,i,i,i,i,i
Cc1cc(C(=O)OC(C)C(=O)N2CCc3ccccc32)ccc1[N+](=O)[O-] (centres undefined),i,0.0,i,i,23.1,27.7,i,i,i,i,i
Cn1ccnc1C1CCCCN1Cc1nc(-c2ccc(Cl)cc2)no1 (centres undefined),i,-0.2,i,i,-8.1,5.3,i,i,i,i,i
COc1ccc(CCNC2CC(=O)N(CCc3ccc(OC)c(OC)c3)C2=O)cc1OC (centres undefined),·,0.2,i,i,-6.3,0.8,i,·,·,i,i
O=C(Nc1ccccc1Cl)c1cc(S(=O)(=O)N2CCCCC2)ccc1N1CCOCC1,i,-0.5,i,i,4.1,0.3,i,i,i,i,i
Cc1ccc(NC(=O)CCSc2nnc3ccccn23)cc1,i,0.5,i,i,-2.7,0.9,i,i,i,i,i
CCOC(=O)c1ccc(CNC(=O)C2CCC(=O)N(CCc3ccccc3)C2)o1 (centres undefined),i,-0.3,i,i,0.3,-2.2,i,i,i,i,i
Cc1cccc(-c2nnc(SCC#N)n2-c2cccc(Cl)c2)c1,i,-0.5,i,i,3.9,-0.2,i,i,i,i,i
Cc1ccc(C(C)C)cc1OCCCCN1CCCC1,i,0.3,i,i,0.5,-10.1,i,i,i,i,i
CC(Oc1ccc2c3c(c(=O)oc2c1)CCCC3)C(=O)NCC(O)c1ccccc1 (centres undefined),i,63.7*,i,i,-0.6,12.0,i,i,i,i,i
NC(=O)c1ccsc1N,i,-0.1,i,i,·,1.9,i,i,i,i,i
Cc1cc(C)nc(N/N=C/C2=C(N3CCOCC3)C(=C\c3ccc(Cl)cc3)/CC2)n1,i,0.0,i,i,13.2,0.0,i,i,i,i,i
CCc1nc(C(N)=O)c2[nH]c(=O)n(-c3ccc(OC)cc3OC)c2n1,i,0.1,i,i,-1.8,9.3,i,i,i,i,i
N#Cc1c(N)n(CCNC(=O)c2ccc(Cl)cc2)c2nc3ccccc3nc12,i,0.9,i,i,2.6,-2.5,i,i,i,i,i
CCCn1c(=O)[nH]c2ccccc21,i,-0.3,i,i,2.2,-5.9,i,i,i,i,i
CC(=O)c1cccc(N(CC(=O)NCC2CCCO2)C(=O)CCC(=O)Nc2cc(C)on2)c1 (centres undefined),i,0.2,i,i,-6.5,-1.7,i,i,i,i,i
CN(C)S(=O)(=O)c1ccc(C(=O)Nc2cc(S(=O)(=O)Nc3ccccc3Cl)ccc2N2CCCCC2)cc1,i,-0.2,i,i,10.2,0.3,i,i,i,i,i
COCCNC(=O)c1snc2ccc(Cl)cc12,i,0.4,i,i,-2.2,-0.5,i,i,i,i,i
O=C(O)c1cc(-c2ccc(Cl)cc2)n[nH]1,i,-0.4,i,i,-4.0,0.3,i,i,i,i,i
O=S(=O)(c1ccc(Cl)s1)N1CCN(CCc2ccccc2)CC1,i,-0.5,i,i,-3.2,3.7,i,i,i,i,i
O=C(O)c1cc(Br)ccn1,i,-0.2,i,i,-4.0,4.4,i,i,i,i,i
COc1ccc2c(CC(=O)OCC(=O)NC(N)=O)coc2c1,i,0.0,i,i,-4.8,4.3,i,i,i,i,i
CCOC(=O)C1CCCN(C(=O)c2cc3nc(-c4ccc5c(c4)OCO5)cc(C(F)(F)F)n3n2)C1 (centres undefined),i,-0.3,i,i,5.3,15.1,i,i,i,i,i
COc1ccc(CCN(Cc2cccs2)S(=O)(=O)c2ccc(S(=O)(=O)N3CCC(C)CC3)cc2)cc1OC,i,-0.2,i,i,-0.4,-2.5,i,i,i,i,i
CCCc1oc2c(c(=O)c1CC)C(=O)CC(C)(C)C2,i,0.2,i,i,2.6,1.7,i,i,i,i,i
CC(=O)c1ccc(NS(=O)(=O)c2ccc(N)cc2)cc1,i,0.1,i,i,-4.3,-2.9,i,i,i,i,i

# Further records
SMILES,MrgX1 antag,HIF act,TRPC6 act,TRPC4 inh,SKKanGAS inh,Platelet DG rel,RGS4 block,MrgX1 allo act,MrgX1 agonist,TRPC6 inh,RGS4 act
COc1ccc(CC(=O)Nc2nc(-c3ccncc3)cs2)cc1,i,-0.6,i,i,2.0,0.1,i,i,i,i,i
CCCN1CCN(CCCNC(=O)c2cc3c(=O)[nH]c4ccc(C)cc4c3s2)CC1,i,0.2,i,i,-0.9,8.6,i,i,i,i,i
Cc1cccc(OCC(=O)Nc2ccc3c(c2)nc(CCN2CCN(c4ccccn4)CC2)n3C)c1,i,-0.1,i,i,3.6,3.4,i,i,i,i,i
COC(=O)c1c(C)[nH]c(C)c1-c1ccccc1Cl,i,-0.3,i,i,-4.3,-0.7,i,i,i,i,i
COC(=O)c1cccc(COC(=O)CNC(=O)c2ccco2)c1,i,-0.1,i,i,-2.6,0.6,i,i,i,i,i
CC(C)Nc1nc2ccccc2c(=O)[nH]1,i,0.1,i,i,-18.7,9.2,i,i,i,i,i
